# Screening data (PubChem BioAssay)
# PMI act: activators of human PMI, primary screen, biochemical, fluorescence intensity, near-Km mannose 6-phosphate; 190,000 compounds, 0.005% hits; activation factor at 20 µM; purified human PMI, coupled resazurin fluorescence, 20 min; stronger effect = higher value; 1 = vehicle control, 0 substrate-free wells; Mannose-6-phosphate isomerase (Homo sapiens), P34949;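 active = activation factor of 2 or more at 20 µM, relative to plate controls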
# TR-FRET SRC-2 ct: TR-FRET signal artefacts, primary screen, artefact control for PPARgamma SRC-2 agonist project, biochemical | TR-FRET artefact counter-screen; stronger effect = higher value | TR-FRET ratio at 8 µM | 200,000 compounds, 0.4% hits | AID 1049, 2008; in the data active = TR-FRET ratio above about 2000; also: inactives centre near 1500
# PPARg SRC-2 ag: agonists of PPARg-SRC-2 recruitment, primary screen, biochemical, HTS; Peroxisome proliferator-activated receptor gamma (Homo sapiens), P37231; PPARgamma LBD-SRC-2 recruitment; activation, % at 8 µM; 200,000 compounds, 0.34% hits; in the data active = activation above about 22%;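 also: 0% = vehicle and 100% = reference agonist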
# Target sequence (P37231 whole entry, looked up, the tested form may be a part): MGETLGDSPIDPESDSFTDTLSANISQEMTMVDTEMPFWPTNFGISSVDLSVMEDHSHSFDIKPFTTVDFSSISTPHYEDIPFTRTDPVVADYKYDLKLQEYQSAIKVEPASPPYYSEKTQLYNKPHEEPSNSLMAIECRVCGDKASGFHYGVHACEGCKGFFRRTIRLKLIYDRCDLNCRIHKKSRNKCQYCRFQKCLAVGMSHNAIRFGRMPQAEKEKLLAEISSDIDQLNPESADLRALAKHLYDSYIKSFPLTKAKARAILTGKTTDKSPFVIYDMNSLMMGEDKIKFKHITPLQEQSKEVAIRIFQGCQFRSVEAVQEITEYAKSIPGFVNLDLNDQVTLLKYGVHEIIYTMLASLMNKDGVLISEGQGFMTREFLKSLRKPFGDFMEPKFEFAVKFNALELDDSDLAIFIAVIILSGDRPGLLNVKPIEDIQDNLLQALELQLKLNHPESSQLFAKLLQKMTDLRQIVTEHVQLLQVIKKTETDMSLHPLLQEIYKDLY
# PPARg SRC3 recr: PPARgamma agonists recruiting SRC-3 coactivator, primary screen, biochemical; Peroxisome proliferator-activated receptor gamma (Homo sapiens), P37231; biochemical PPARgamma/SRC-3 coactivator recruitment assay; activation, % at 8 µM; 200,000 compounds, 0.26% hits; AID 731, 2007; in the data active = activation above about 23%;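 also: 0% = DMSO and 100% = reference agonist; some compounds past the cut are filed as inactive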
# PPARg SRC-1 ag: PPARgamma agonists recruiting SRC-1 coactivator, primary screen, biochemical; AID 631, 2007; Peroxisome proliferator-activated receptor gamma (Homo sapiens), P37231; 200,000 compounds, 0.41% hits; activation, % at 8 µM; PPARgamma-SRC-1 coactivator recruitment biochemical assay; in the data active = activation above about 19%;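 also: 0% = DMSO and 100% = reference agonist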
# PMI act hi M6P: human PMI activators, high substrate, primary screen, biochemical, fluorescence intensity, near-saturating mannose 6-phosphate; Mannose-6-phosphate isomerase (Homo sapiens), P34949; coupled PMI enzyme assay, resazurin fluorescence, 20 min; stronger effect = higher value; 1 = untreated enzyme, 0 = substrate-free blank; activation factor at 20 µM; 190,000 compounds, 0.34% hits; AID 1216, 2008;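 active = activation factor of 2 or more at 20 µM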
#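 Test system: Human PMI in coupled enzyme assay | Input: 15 ng/mL PMI | Medium: HEPES-buffered pH 7.4 with magnesium and detergent | Compound: One concentration, 20 µM, in 1% DMSO | Incubation: Enzyme reaction with compound 20 min at room temperature | Detection: Diaphorase-driven resazurin-to-resorufin fluorescence, excitation 544, emission 590 nm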
# S1P3 antag: S1P3 receptor antagonists, primary screen, cell-based; Sphingosine 1-phosphate receptor 3 (Homo sapiens), Q99500; CHO S1P3 NFAT-BLA reporter, FRET fluorescence, antagonist mode; inhibition, % at 4.98 µM; 170,000 compounds, 0.27% hits; AID 485, 2006;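 active = inhibition above the plate cutoff, the mean inhibition of test wells on that plate plus 3 SD, cut at about 28% in these data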;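 also: cells challenged with S1P at its EC80 of 0.8 µM; blue over green emission ratio from cleaved BLA substrate after 4 h stimulation; 0% = S1P-stimulated wells and 100% = unstimulated DMSO-only wells; some compounds past the cut are filed as inactive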
# Target sequence (Q99500 whole entry, looked up): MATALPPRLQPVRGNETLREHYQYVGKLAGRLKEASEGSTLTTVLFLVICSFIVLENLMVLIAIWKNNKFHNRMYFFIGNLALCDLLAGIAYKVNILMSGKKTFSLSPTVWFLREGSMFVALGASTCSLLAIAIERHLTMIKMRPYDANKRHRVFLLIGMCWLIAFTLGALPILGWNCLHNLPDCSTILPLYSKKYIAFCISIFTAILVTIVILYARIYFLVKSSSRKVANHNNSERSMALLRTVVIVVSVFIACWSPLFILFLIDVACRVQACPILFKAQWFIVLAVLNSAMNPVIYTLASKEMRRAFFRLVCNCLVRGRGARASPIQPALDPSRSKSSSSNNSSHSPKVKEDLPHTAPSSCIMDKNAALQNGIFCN
# ROMK mod: ROMK potassium channel modulators, primary screen, cell-based, thallium flux, MLSMR library | Tet-inducible ROMK, thallium flux fluorescence; actives lie on both sides | B-score at 10 µM | 130,000 compounds, 2% hits;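 active = signal ratio slope over the read window, or its plate-corrected B-score, at least 3 SD from the plate mean, either direction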;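 also: B-score of the F/F0 ratio slope over 7 to 12 s after thallium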
# G6PDH counter: L. mesenteroides G6PDH inhibitors, counter-screen for G6PDH-coupled screening assays, biochemical, Leuconostoc mesenteroides enzyme; glucose-6-phosphate dehydrogenase [Leuconostoc mesenteroides]; Purified L. mesenteroides G6PDH, diaphorase/resazurin coupled fluorescence, 45 min; inhibition, % at 5 µM; 200,000 compounds, 0.12% hits; in the data active = inhibition above about 50%
# Diaph act CS: compounds boosting diaphorase resazurin reduction – biochemical, uHTS, resorufin fluorescence, counter-screen for diaphorase-coupled primary assays, primary screen. 190,000 compounds, 0.005% hits. AID 1229, 2008. activation factor at 20 µM. Diaphorase/resazurin coupled assay, 16 min; stronger effect = higher value; 1 = vehicle wells, 0 = NADH-free wells;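 active = diaphorase activity raised at least twofold by the compound at 20 µM; inactive = activation factor below 2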
#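 System – purified diaphorase enzyme from Clostridium kluyveri · Input – enzyme 0.07 U/mL final · Also added – final NADH 0.114 mM, resazurin 0.1 mM · Measured by – fluorescence of resorufin, 544 nm excitation, 590 nm emission · Timing – 16 min enzyme reaction, ambient temperature · Measure – resorufin increase flagging diaphorase activators or reducers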
# Diaph inh CS: diaphorase inhibitors and chemical oxidizers, primary screen, counter-screen for diaphorase-coupled primary assays, biochemical, uHTS, resorufin fluorescence; diaphorase resazurin-to-resorufin fluorescence, NADH, 16 min; bacterial (C. kluyveri) enzyme, not human; inhibition, % at 20 µM; 190,000 compounds, 0.69% hits;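 active = primary screen inhibition at 20 µM above a set limit, cut at about 50% in these data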;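 also: plate controls were DMSO with full reaction for no effect and wells lacking NADH for full effect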
#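 System: Diaphorase enzyme from Clostridium kluyveri | Amount: Enzyme working solution with 0.14 U/mL diaphorase | Benchmarks: No-NADH positive control and DMSO neutral control | Signal: Fluorescence of resorufin formed from resazurin, Ex 544/Em 590 nm | Schedule: 16-min room-temperature incubation before reading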
# Numbers without * were called inactive; · = no result given.
1: Cc1cc(C(=O)Cn2nc(C(=O)O)c3ccccc3c2=O)c(C)n1CC(F)(F)F
2: CCC(CC)C(=O)c1c[nH]c(C(=O)NCCCn2ccnc2)c1
3: O=[N+]([O-])c1ccc(N2CCN(S(=O)(=O)c3ccccc3[N+](=O)[O-])CC2)cc1NCc1cccnc1
4: CCOc1cc(NC(=S)NCC(C)C)c(OCC)cc1NC(=O)c1cccs1
5: Cc1cnn(-c2cc(N/N=C/c3ccccc3F)ncn2)c1
6: CCOC(=O)C(NC(C)=O)(Nc1ccc(S(=O)(=O)Nc2onc(C)c2C)cc1)C(F)(F)F (centres undefined)
7: COCCSc1ccccc1C(=O)Nc1nccs1
8: CC(=O)Oc1cccc2c1C(=O)c1c(OC(C)=O)cc(C(=O)O)cc1C2=O
Screen / compound no.	1	2	3	4	5	6	7	8
PMI act	0.9	1	1	1	1.1	1.1	0.8	1.4
TR-FRET SRC-2 ct	1383	1450	1527	1654	1444	1466	1624	1642
PPARg SRC-2 ag	-6	-5	6	4	-6	2	-10	6
PPARg SRC3 recr	-4	-5	1	10	-1	16	-6	2
PPARg SRC-1 ag	-6	-7	2	0	3	4	4	6
PMI act hi M6P	1	1	0.9	1	1	1.1	0.9	1.7
S1P3 antag	0	·	-16	·	·	3	-4	-9
ROMK mod	0.22	·	-0.11	·	-0.62	·	-0.33	·
G6PDH counter	0	0	-1	-7	5	4	0	20
Diaph act CS	0.9	0.9	1	0.9	1.1	1.1	0.9	0.8
Diaph inh CS	13	10	4	6	-8	-7	12	19

# Record cards, as listed above. Order of screens: PMI act, TR-FRET SRC-2 ct, PPARg SRC-2 ag, PPARg SRC3 recr, PPARg SRC-1 ag, PMI act hi M6P, S1P3 antag, ROMK mod, G6PDH counter, Diaph act CS, Diaph inh CS
# Record of COCCSc1ccccc1C(=O)Nc1nccs1 = 0.8, 1624, -10, -6, 4, 0.9, -4, -0.33, 0, 0.9, 12
# Record of Cc1cnn(-c2cc(N/N=C/c3ccccc3F)ncn2)c1 = 1.1, 1444, -6, -1, 3, 1, ·, -0.62, 5, 1.1, -8

# Carrying on.
9: Cc1ccc2nc(-c3ccc(NS(C)(=O)=O)cc3)cc(-c3ccccc3)c2c1
10: O=C(N/N=C/c1cc([N+](=O)[O-])ccc1O)/C(=C\c1cccs1)NC(=O)c1ccccc1
11: CCOC(=O)C1CCN(S(=O)(=O)c2ccc(OCC(=O)OC)cc2)CC1
12: COc1ccccc1N1CCN(C(=O)CCCN2C(=O)c3cccc4cccc(c34)C2=O)CC1
13: CC1(C)Cc2ccccc2-c2nc(CN3CCOCC3)[nH]c(=O)c21
14: CCOC(=O)C1=C(C)N=c2s/c(=C/c3ccco3)c(=O)n2C1c1cccc(OC)c1 (centres undefined)
15: CCC(CC)C(=O)Nc1cc(C(=O)OC)ccc1C(=O)OC
16: CC(C)CC(c1nnnn1C(C)C)N1CCN(c2cccc(Cl)c2)CC1 (centres undefined)
Screen / compound no.	9	10	11	12	13	14	15	16
PMI act	0.8	1	0.9	1	1	0.8	1	1
TR-FRET SRC-2 ct	1575	1452	1498	1394	1639	1530	1580	1794
PPARg SRC-2 ag	1	-18	5	2	9	0	10	2
PPARg SRC3 recr	4	-3	11	1	-1	-5	1	-5
PPARg SRC-1 ag	-1	-8	0	-3	8	-1	5	9
PMI act hi M6P	0.9	1	1	1	1	0.6	1	1
S1P3 antag	·	3	-11	-9	-6	9	-4	22
ROMK mod	·	·	-1.3	·	-1.6	·	·	-0.32
G6PDH counter	4	-6	1	-51	4	10	-1	6
Diaph act CS	0.8	0.8	0.9	0.9	0.9	0.7	0.9	1
Diaph inh CS	16	22	7	12	10	34	10	3

17: O=C(C1COc2ccccc2O1)N1CCc2ccccc2C1 (centres undefined)
18: CCn1cc(CN(C)C(=O)CSc2nc(-c3ccco3)cc(C(F)(F)F)n2)c(C)n1
19: Cc1cccc(C)c1N1CCc2cn[nH]c21
20: COc1ccc(C2SCC(=O)N2C)cc1 (centres undefined)
21: CCOC(=O)Nc1ccc(S(=O)(=O)NCCCN2CCOCC2)cc1
22: CC1=C(C(=O)OCC(C)C)C(c2ccsc2)NC(=O)N1 (centres undefined)
23: CCN(CC)C(=O)CSC1=Nc2ccccc2C2=NC(c3ccccc3)C(=O)N12 (centres undefined)
24: COc1ccccc1NC(=S)NC12CN3CN(CN(C3)C1)C2
Screen / compound no.	17	18	19	20	21	22	23	24
PMI act	1	·	1	0.9	1	0.9	1	1
TR-FRET SRC-2 ct	1633	1516	1506	1373	1605	1609	1302	1397
PPARg SRC-2 ag	3	3	9	8	9	16	4	-6
PPARg SRC3 recr	12	13	-2	0	7	3	-7	-6
PPARg SRC-1 ag	2	7	-8	-3	-1	9	-4	-3
PMI act hi M6P	1	·	1	0.9	1	1	1	1
S1P3 antag	·	8	·	·	-1	·	·	-26
ROMK mod	0.84	-1.7	·	0.0079	·	·	0.0098	-0.053
G6PDH counter	8	·	6	1	4	10	2	4
Diaph act CS	1	·	1	0.9	1	0.8	0.9	0.9
Diaph inh CS	-1	·	4	14	2	18	11	8

25: O=C(O)c1ccc(NC(=O)C2(c3ccccc3)CCOCC2)cc1
26: CCn1c(Cc2cccc3ccccc23)nnc1SCC(=O)Nc1nccs1
27: Cc1ccc(-c2c3c(nc4sc(C(N)=O)c(N)c24)CCC3)cc1
28: Cc1ccc2c(Cl)c(C(=O)NCCCn3ccnc3)sc2c1
29: COc1cc(COCC(O)CN2CCN(Cc3ccc4c(c3)OCO4)CC2)cc(OC)c1OC (centres undefined)
30: COCc1nnc(NC(=O)CCCOc2ccccc2)s1
31: N/C(=N\OC(=O)c1ccc2ccccc2c1)c1ccccn1
32: COC(=O)c1ccc(Cl)cc1NC(=O)/C=C/c1ccc(C)o1
Screen / compound no.	25	26	27	28	29	30	31	32
PMI act	1	1	0.9	1.1	1.1	0.8	0.9	1.1
TR-FRET SRC-2 ct	1639	1435	1608	1527	1611	1437	1514	1512
PPARg SRC-2 ag	7	8	9	7	-6	-1	0	-8
PPARg SRC3 recr	-6	17	13	8	0	-4	1	0
PPARg SRC-1 ag	0	3	9	1	12	-7	4	4
PMI act hi M6P	1	0.9	0.9	1	1.1	0.8	0.9	1.2
S1P3 antag	-15	·	·	·	-9	-8	-20	-3
ROMK mod	1	-1.8	·	-3.3	0.029	0.038	-0.66	·
G6PDH counter	-3	7	1	3	8	4	2	2
Diaph act CS	0.9	0.9	0.6	1.1	1	0.9	0.9	1
Diaph inh CS	9	9	45	-10	4	12	7	0

33: O=C1CC(N(Cc2cccs2)C(=O)Nc2ccccc2)C(=O)N1c1ccc(Cl)cc1 (centres undefined)
34: Cc1nn(CC(O)COc2ccc3c(c2)CCC3)c(C)c1Br (centres undefined)
35: CC/C(=N/O)c1cnnc(SC)n1
36: Cn1nc(-c2ccccc2)c(C(O)c2ccccc2C(F)(F)F)c1Cl (centres undefined)
37: CCOc1ccc2nc(SCC(=O)c3ccc(Cl)s3)sc2c1
38: CCOC(=O)c1sc(=S)n(-c2ccc3c(c2)OCO3)c1N
39: CCOCCCNS(=O)(=O)c1ccc(NC(=O)Cc2c(F)cccc2Cl)cc1
40: CC(=O)c1ccc(NC2OC(C)C(O)C(O)C2O)cc1 (centres undefined)
Screen / compound no.	33	34	35	36	37	38	39	40
PMI act	0.9	0.9	0.9	1.1	1	0.6	1	0.8
TR-FRET SRC-2 ct	1494	1476	1608	1752	1617	1646	1332	1438
PPARg SRC-2 ag	2	-5	0	13	7	6	-3	0
PPARg SRC3 recr	-1	-3	1	6	1	0	-1	-6
PPARg SRC-1 ag	-5	2	5	4	3	7	2	-4
PMI act hi M6P	1	0.9	0.9	1.1	1	0.9	1	0.8
S1P3 antag	21	·	-16	·	·	·	6	-17
ROMK mod	·	·	-0.14	·	0.093	0.88	0.0041	·
G6PDH counter	23	2	18	28	-1	2	1	10
Diaph act CS	0.9	0.8	0.9	1.1	0.9	0.9	1.1	0.8
Diaph inh CS	7	20	9	-13	15	12	-8	20

41: COc1ccc2nc(C(F)(F)C(F)(F)F)c(C#N)c(N)c2c1
42: CCOc1ccc(NS(=O)(=O)c2ccc3[nH]cc(C(=O)NC(C)CC)c(=O)c3c2)cc1 (centres undefined)
43: CNC(=O)COC(=O)CNC(=O)c1cc(Cl)cc([N+](=O)[O-])c1
44: O=C(CNC(=O)c1ccco1)NCCCc1ccccc1
45: COc1cccc(/C=C/C(=O)OCC(=O)Nc2ccc(S(=O)(=O)N3CCCC3)cc2)c1
46: COc1ccc([N+](=O)[O-])cc1NC(=O)Cn1ccc(C(F)(F)F)n1
47: COCc1nnc(NC(=O)c2ccc(S(=O)(=O)N(C)c3ccccc3)cc2)o1
48: CCNC(=O)CC1C(=O)N(c2ccc(OC)cc2)C(=S)N1CCc1ccncc1 (centres undefined)
Screen / compound no.	41	42	43	44	45	46	47	48
PMI act	0.8	·	1.2	1	0.8	1	0.9	1
TR-FRET SRC-2 ct	1653	1531	1524	1739	1675	1566	1341	1453
PPARg SRC-2 ag	4	7	-4	9	9	3	9	6
PPARg SRC3 recr	5	1	6	9	4	2	1	-2
PPARg SRC-1 ag	0	5	1	6	-3	-3	-6	1
PMI act hi M6P	0.8	·	1.1	1	0.8	1	1	1
S1P3 antag	·	-28	-9	-30	-15	-17	-13	-24
ROMK mod	0.3	1.5	0.56	-0.2	·	-0.53	·	0.28
G6PDH counter	4	·	2	12	10	-2	-11	-4
Diaph act CS	0.7	·	0.9	1.1	0.8	0.9	0.9	1
Diaph inh CS	26	·	15	-7	22	12	9	-3
